MITF inh: blocks human microphthalmia-associated transcription factor; inhibition, % at 2.6 µM; AlphaScreen MITF homodimerization, bead proximity signal; 0.91% of 650,000 active; O75030; AID 1259374; in the data active = inhibition above about 50%;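 also: 0% = vehicle wells with protein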
TEAD-YAP inh: TEAD-YAP interaction inhibition | HEK-TIYL cells, TEAD-Gal4/YAP UAS-luciferase luminescence | inhibition, % at 9.12 µM | 1.4% of 640,000 active | AID 1259422; in the data active = inhibition above about 32%;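 also: 0% = median of test compound wells and 100% = reference inhibitor wells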
GPR151 activ: activates the human receptor GPR151. Q8TDV0. PathHunter beta-arrestin GPR151 cells, luminescence. activation, % at 11.2 µM. 1% of 650,000 active. AID 1508602; in the data active = activation above about 4.9%;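 also: 0% = median of compound wells and 100% = cells with positive control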
FBW7 activator: activators of human E3 ligase FBW7 | Q969H0 | AlphaScreen FBW7–phospho-cyclin E peptide binding, activator screen | normalized activity (activation), % at 26.1 µM | 0.13% of 650,000 active | AID 1259310; in the data active = normalized activity above about 1.9%;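 also: purified mutant Fbw7 with reduced substrate affinity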
Starred values were filed as active, the others as inactive; / = no result given; & = joins results of further samples; ! = repeats disagree. Not all compounds are listed, so the mix of outcomes need not match the whole.

structure	MITF inh	TEAD-YAP inh	GPR151 activ	FBW7 activator
CC1C(c2ccccc2)OCN1C (stereo not drawn)	11.9	4.7	-1.0	0.0
CC(=O)c1ccc(-c2ccccc2)cc1	-9.0	-28.3	0.1	0.0
CCC(=O)CC(c1ccccc1)c1c(O)c2ccccc2oc1=O (stereo not drawn)	5.0	6.2	-0.5	0.3
CCC(C)N1CCN(Cc2cc(OC)ccc2OC)CC1 (stereo not drawn)	56.6*	-6.9	0.6	0.1
O=C(c1cc2c(s1)CCCCCC2)N1CCC2(CC1)OCCO2	-7.4	-1.1	1.7	-0.2
COc1cc(CNCCc2ccc(Cl)cc2)cc(OC)c1OC	11.5	6.2	1.0	-0.3
CCCc1noc(CN2CCCCC2c2cccnc2)n1 (stereo not drawn)	-1.1	-12.6	4.1	-0.1
COCCNC(=O)CN1C(=O)C(C)N=C(c2ccccc2)c2cc(Cl)ccc21 (stereo not drawn)	10.6	3.8	-0.2	-0.1

Continued:
structure	MITF inh	TEAD-YAP inh	GPR151 activ	FBW7 activator
CN(C)CC1(O)C2CN3CCN(C2)CC1(C)C3 (stereo not drawn)	5.1	4.0	-0.8	0.0
O=C(Nc1ccc(Cl)cc1C(=O)c1ccccc1Cl)c1ccc(S(=O)(=O)N2CCCCC2)cc1	1.9	3.5	2.5	-0.1
CN1/C(=C\P(=S)(C2CCCCC2)N2CCOCC2)C(C)(C)c2ccccc21 (stereo not drawn)	-5.5	2.1	-0.5	0.0
NC(=O)N/N=C1\C2CN3CCN(C2)CC1(c1ccccc1)C3	-5.8	-1.2	-0.4	0.2
CN(C)c1ccc(C(c2c(O)c3ccccc3oc2=O)c2c(O)c3ccccc3oc2=O)cc1[N+](=O)[O-]	-5.1	-1.6	1.3	0.0
COC(=O)c1ccccc1N=Cc1c(O)[nH]c(=S)[nH]c1=O	12.0	4.5	-1.4	0.2
COc1cc(C(=O)CN2CCOCC2)cc(OC)c1OC	-1.4	-1.8	1.6	0.1
CC1(C)C(=O)C=C[C@]2(C)[C@H]3CC[C@@]4(C)[C@H](c5ccoc5)OC(=O)[C@H]5O[C@]54[C@]3(C)[C@H](O)C[C@@H]12	-2.5	2.4	1.6	0.0

Remaining list, next part:
structure	MITF inh	TEAD-YAP inh	GPR151 activ	FBW7 activator
COc1cccc(N2CCN(Cc3ccccc3F)CC2)c1	60.1*	-1.9	-1.6	0.2
c1ccc2c(c1)CCc1c-2[nH]c2ccccc12	11.4	-35.1	0.5	0.0
O=C(/C=C/c1ccccc1)Nc1ccccc1Cl	0.8	-54.6	-3.7	0.1
O=C(Cn1cnc([N+](=O)[O-])n1)Nc1ccc(Cl)cc1C(=O)c1ccccc1	6.2	20.5	-1.3	0.1
CCCCn1c(=O)c(C(=O)NCc2ccccn2)c(O)c2ccccc21	11.8	-8.7	-0.9	-0.1
COc1ccc2[nH]cc(CN(C)C)c2c1	8.7	12.4	2.2	0.6
O=C(c1nc2sccn2c1CN1CC=C(c2ccc(F)cc2)CC1)N1CCCCC1	-6.5	-7.1	1.3	-0.2
CCCCOc1ccc(C2SCC(=O)Nc3c2c(=O)[nH]n3C(C)C)cc1 (stereo not drawn)	8.5	14.7	0.2	0.1

(further entries)
structure	MITF inh	TEAD-YAP inh	GPR151 activ	FBW7 activator
Cc1cc(C=C(C#N)C#N)ccc1N1CCCC1	13.4	9.2	-0.6	0.0
CCOP(=O)(CN1CCCCC1)OCC	1.3	8.2	-1.8	0.1
C#CCOc1ccccc1/C=C/[N+](=O)[O-]	1.9	45.8*	-2.4	-0.1
N=C1c2ccccc2CN1c1ccc(Cl)cc1Cl	-22.1	2.9	0.3	-0.1
Fc1ccc(CN2CCN(Cc3ccc(F)cc3)CC2)cc1	74.5*	4.5	-0.5	0.1
OC1(c2ccc(F)cc2)CC2CCC(C1)N2Cc1nnnn1C1CCCCC1 (stereo not drawn)	4.3	3.7	-0.1	-0.1
CCN1C(=O)C2(Sc3ccccc3C2=O)C(=O)N(CC)C1=S	5.1	3.4	2.8	-0.2
O=[N+]([O-])c1ccc(N2CCCC2)c2ccncc12	7.2	-9.1	-0.7	-0.2

The list goes on.
structure	MITF inh	TEAD-YAP inh	GPR151 activ	FBW7 activator
FC(F)(F)c1cnc(Nc2ccc3[nH]cc(C4=CCNCC4)c3c2)cc1Nc1ccccn1	8.7	2.8	-0.9	-0.2
Cc1ccc(-n2c(/C=C\c3ccc(F)c(F)c3)nc3ccccc3c2=O)c(C)c1	-11.2	5.0	1.1	0.1
NCC(CC(=O)O)C1CCCCC1 (stereo not drawn)	-1.4	1.1	0.1	0.1
CCOC(=O)c1c(N)n(Cc2ccc3c(c2)OCO3)c2nc3ccccc3nc12	-6.9	3.9	1.7	0.0
CCOC(=O)c1c(-c2ccccc2)n(Cc2ccccc2)c2ccc(OC(C)=O)cc12	0.8	-3.9	-0.7	0.2
CCCCCOc1ccc2c(c1)oc(=O)c1ccccc12	-3.6	-10.3	2.0	-0.1
O=c1c2ccccc2nc(/C=C/c2ccco2)n1-c1cccc(O)c1	2.6	1.9	0.0	0.2
CCOC(=O)c1cc(C(O)(C(=O)OC)C(F)(F)F)c(/N=C/N(C)C)o1 (stereo not drawn)	4.1	-1.6	0.8	0.2

More compounds:
structure	MITF inh	TEAD-YAP inh	GPR151 activ	FBW7 activator
CN1CCN(c2cc(=O)n(C)c(=O)[nH]2)CC1	-2.6	-7.3	1.8	-0.1
CC(NCc1ccccc1Cl)C(O)c1ccccc1 (stereo not drawn)	-0.5	-2.9	-1.7	-0.1
CC1CCc2c(sc3ncn4c(=O)n(CC(=O)OC5CC6CCC(C5)N6C)nc4c23)C1 (stereo not drawn)	13.4	10.5	2.9	0.1
O=C1Nc2cc(Cl)c(Cl)cc2N2CCNCC12 (stereo not drawn)	-3.4	/	0.7	0.1
CCOc1ccc(CN2CCN(c3ccccc3OC)CC2)cc1	17.7	0.3	-0.9	-0.1
CC(C)OP1(=S)C2=C(N3CCCC3)CCCC2=NN1c1ccccc1 (stereo not drawn)	11.8	5.2	-2.4	-0.2
Cc1nn(CCC#N)c2c1P(=S)(N1CCOCC1)OC(c1ccc([N+](=O)[O-])cc1)=N2 (stereo not drawn)	10.4	7.5	0.5	0.0
CC(C)(CO)Nc1ccc([N+](=O)[O-])c2cccnc12	1.1	-34.6	0.8	-0.1

(list continues)
structure	MITF inh	TEAD-YAP inh	GPR151 activ	FBW7 activator
O=c1[nH]c(O)c(C=NC2CCCCC2)c(=O)[nH]1	12.6	3.3	0.3	-0.1
Cc1ccc(NC(=O)CN2C(=O)CN=C(c3ccccc3)c3ccccc32)cc1	-2.7	3.2	0.6	-0.1
CCOC(=O)C1C2NC(=S)N(CCc3ccc(OC)c(OC)c3)C1(C)Oc1ccccc12 (stereo not drawn)	20.1	0.9	0.3	0.1
O=c1c2ccccc2nc(/C=C/c2cccc([N+](=O)[O-])c2)n1-c1ccccc1Cl	7.1	-5.5	0.3	0.1
COC(=O)c1ccc(OC(=O)N(C)c2ccccc2)cc1	-18.9	-46.3	0.6	-0.1
C[Se]C[C@H](N)C(=O)O	2.4	-3.5	-1.0	0.0
O=[N+]([O-])/C=C/c1ccccc1OCc1ccc(F)cc1	13.4	-8.0	-1.5	1.0
CN1CC=C(c2noc(CCC(=O)Nc3ccc(F)cc3Cl)n2)CC1	30.9	-5.1	-1.1	1.8

Later entries:
structure	MITF inh	TEAD-YAP inh	GPR151 activ	FBW7 activator
Clc1cccc(CNCCc2c[nH]c3ccccc23)c1	30.4	-0.4	0.0	-0.3
O=c1[nH]c(=O)n(-c2ccccc2F)c(O)c1C=NCCC1=CCCCC1	-1.7	0.5	1.5	0.1
CCC(=O)Nc1ccccc1N1CCN(C)CC1	-8.7	-5.3	0.1	0.0
CCCCCn1c(N)c(C(=O)OCC)c2nc3ccccc3nc21	8.6	0.9	0.7	0.1
COc1cc2c(cc1O)CC1c3c(cc(O)c(OC)c3-2)CCN1C (stereo not drawn)	18.8&2.0	33.5*!	2.2&-0.7	0.5&-0.2
COc1ccc(NC(c2c[nH]c3ccccc23)P2(=S)OCCCO2)cc1 (stereo not drawn)	1.5	9.7	0.0	0.0
O=C(Nc1ccc(F)cc1)c1c(O)c2c(n(Cc3ccccc3)c1=O)CCCC2	9.1	1.7	0.5	0.1
C=CCN1C(=O)C2(C(C#N)=C(N)OC(C)=C2C(C)=O)c2ccccc21 (stereo not drawn)	-1.6	-0.4	-0.5	0.0

Next structures.
structure	MITF inh	TEAD-YAP inh	GPR151 activ	FBW7 activator
CN1CCN(CC#CCOc2ccc(Cl)cc2)CC1	53.9*	-8.3	-1.2	0.0
COc1ccc(CN2CCN(c3ccccc3F)CC2)cc1O	41.2	2.6	0.0	0.0
CCCCn1c(C)c(C(=O)OCC)c2cc(OC(=O)CC)c3ccccc3c21	-5.5	-10.1	-0.4	-0.2
CNC(=O)C1CN(CCc2c[nH]c3ccccc23)CCN1C(=O)C1CC1 (stereo not drawn)	2.1	-1.8	-0.5	-0.1
O=[N+]([O-])c1ccc(C2N3CCCN23)cc1 (stereo not drawn)	12.9	7.8	0.2	0.0
COc1cc(/C=C/[N+](=O)[O-])ccc1OCc1ccccc1F	3.1	-21.8	-1.5	0.0
CC1=C(C(=O)OCc2ccccc2)C2(C(=O)Nc3ccccc32)C(C(=O)OC(C)C)=C(N)O1 (stereo not drawn)	0.8	11.2	0.2	-0.1
Cc1ccc(N2C(=O)NC(=O)/C(=C/C=C/c3ccco3)C2=O)cc1	18.8	-1.6	-0.5	-0.1

Next section
structure	MITF inh	TEAD-YAP inh	GPR151 activ	FBW7 activator
CCN1CCC(N2CCCC(C(=O)c3ccc(Cl)cc3)C2)CC1 (stereo not drawn)	-5.0	-0.9	1.6	-0.2
Cn1c(CN2CCC(n3c(C4CCCO4)nc4ccccc43)CC2)nc2ccccc21 (stereo not drawn)	5.3	6.2	1.8	-0.4
C[C@](N)(CCP(=O)(O)O)C(=O)O	20.4	/	0.0	-0.1
CCOc1ccc(C2C3(C#N)C(N)=NC(OC)(OC)C23C#N)cc1 (stereo not drawn)	45.3	-17.7	-0.9	-0.4
CCOC(=O)CC(CN)c1ccccc1 (stereo not drawn)	18.8	4.8	0.9	-0.2
CCOC(=O)C1=C(N)Oc2ccccc2C12C(=O)N(CC(=O)OC)C(C)=C2C(=O)OCC (stereo not drawn)	1.6	-4.7	0.3	-0.1
CCN1CCN(c2ccc([N+](=O)[O-])cn2)CC1	4.8	-11.7	-0.3	0.0
Cc1ccc(Cl)cc1-n1c(/C=C\c2ccccc2F)nc2ccccc2c1=O	4.0	4.9	-1.1	-0.1

Later entries.
structure	MITF inh	TEAD-YAP inh	GPR151 activ	FBW7 activator
COc1cc(C=C(C#N)C#N)cc(O)c1O	7.6	1.2	-0.9	-0.2
CC1=C2CCC3C(CC[C@]4(C)C(=O)CCC34)[C@@]2(C)CCC1=O (stereo partly drawn)	-16.8	-3.4	1.8	-0.2
Cc1cccc(NC(=O)OC2CN3CCC2CC3)c1 (stereo not drawn)	-4.3	-3.6	0.0	0.1
Cc1cc(C=C2C(=O)NC(=S)NC2=O)c(C)n1-c1cccc(F)c1	16.5	4.9	3.2	0.0
COc1ccc(CC(C)NC2CCN(Cc3ccccc3)CC2)cc1OC (stereo not drawn)	-17.4	-4.0	0.9	0.0
O=C(Cc1ccccc1)N1CCN(Cc2ccccc2Cl)CC1	57.1*	13.5	0.5	0.0
CCN1CCN(Cc2ccc(C(=O)OC)cc2)CC1	-13.2	-3.4	-0.5	-0.1
Cc1nc2c(=O)n(C)c(=O)nc-2n(C)n1	21.6	99.9*	-6.4	-1.6

For convenience, some entries already given.
structure	MITF inh	TEAD-YAP inh	GPR151 activ	FBW7 activator
O=C(Cc1ccccc1)N1CCN(Cc2ccccc2Cl)CC1	57.1*	13.5	0.5	0.0
CCN1CCN(Cc2ccc(C(=O)OC)cc2)CC1	-13.2	-3.4	-0.5	-0.1
Cc1nc2c(=O)n(C)c(=O)nc-2n(C)n1	21.6	99.9*	-6.4	-1.6

Other entries:
structure	MITF inh	TEAD-YAP inh	GPR151 activ	FBW7 activator
CC1(C)CN1S(=O)(=O)c1ccc(Cl)cc1 (stereo not drawn)	9.2	17.4	-0.5	0.1
CCOc1ccc(C2C(C#N)=C(N)Oc3c2c(=O)oc2ccccc32)cc1 (stereo not drawn)	-14.5	7.1	-0.3	-0.2
CCOc1ccc2nc(N3CCNCC3)sc2c1	18.8	-42.2	-1.9	1.6
COc1ccc2c(c1O)-c1cccc3c1[C@@H](C2)N(C)CC3	20.9	-13.3	0.2	-0.1
COc1cccc(CNc2cnn(C34CC5CC(CC(C5)C3C(=O)O)C4)c(=O)c2Cl)c1 (stereo not drawn)	9.6	10.4	-0.5	0.7
CCOc1ccc(CCN)cc1OCC	6.8	1.5	-0.1	-0.2
Cc1cccc(OP(N)(=O)Oc2cccc(C)c2)c1	-2.1	3.4	-1.0	-0.1
Cc1ccc(CS(=O)(=O)CCC(=O)N2CCC3(CC2)OCCO3)cc1	-9.4	2.5	0.0	0.1

New compounds follow:
structure	MITF inh	TEAD-YAP inh	GPR151 activ	FBW7 activator
O=C1c2ccccc2C(=O)N1Cc1nc2ccccc2c(=O)n1-c1nccs1	0.6	2.9	-1.3	-0.4
CC(C)CN1CCN2C(=O)[C@H](CO)NC(=O)[C@H]2C1	-11.2	-12.7	-0.9	0.1
COc1ccc(CN2CCN(C(C)C)CC2)c(OC)c1OC	68.1*	-1.3	-1.4	0.2
CCCC(=O)NC(Oc1cccc([N+](=O)[O-])c1)C(Cl)(Cl)Cl (stereo not drawn)	2.2	11.7	0.5	0.0
C=C1CC23C[C@@H]4CN5C[C@]6(C)C[C@H](OC(C)=O)C[C@@]7(C2[C@H](O)[C@@H]1C(O)C3(O)C57)C46 (stereo partly drawn)	6.8	0.5	-0.4	-0.1
O=C1C2CN3CCN(C2)CC1(c1ccccc1)C3	1.4	-5.2	-1.0	0.6

Screening data from PubChem BioAssay.
